High-throughput results from PubChem BioAssay.
PAX8 reporter = inhibitors of PAX8-driven TPO luciferase reporter, primary screen, RMG-I cells, single concentration | hit rate 1.2% among 360,000 | inhibition, % at 12.6 µM | SteadyGlo, 24 h | AID 652154, 2013;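 active = mean replicate inhibition at least 60% with every replicate also reaching 60%; inconclusive = only one of the two criteria is met; inactive = mean below 60% and not all replicates reaching 60%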;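 also: luciferase light reporting Pax8 driven TPO promoter activity; plate controls were median of neutral control wells for no effect and mitoxantrone controls for full effect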
LGR2 inh = inhibitors of bursicon-induced LGR2 CRE-luciferase signal, primary screen, cell-based, HEK293, CRE-luciferase reporter, bursicon stimulation; bursicon-stimulated, 4 h; inhibition, % at 9.99 µM; hit rate 0.35% among 380,000; AID 720647, 2013;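 active = drop in luminescence signal, shown as inhibition above about 50% in the replicate tests, limit read from the data, passing the limit was not always enough; inconclusive = probably only some replicates passing the limit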;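 also: agonist challenge used bursicon conditioned medium at about half maximal strength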
PGC1a acetyl inh = inhibitors of PGC1a acetylation signal, primary screen, cell-based, U2OS, AlphaScreen, inhibitor mode; inhibition, % at 15.6 µM; hit rate 0.17% among 350,000; AlphaScreen anti-acetyl-lysine; with virally co-expressed GCN5 acetyltransferase;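 active = every replicate shows inhibition of at least 40%; inconclusive = mean inhibition at least 40% but some replicate below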;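 also: 0% = neutral control wells and 100% = positive control wells; some results beyond the cut were filed as inactive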
EWS-Fli inh = EWS/Fli-driven NR0B1 reporter inhibitors, primary screen, A673 cells, NR0B1 luciferase, luminescence, MLPCN library | inhibition, % at 12.6 µM | hit rate 0.67% among 350,000 | viability-normalised;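 active = mean inhibition of at least 50% after viability correction, with every replicate also passing that limit; inconclusive = mean reaches 50% but only one of two replicates passes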;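 also: firefly luciferase signal divided by Alamar Blue viability fluorescence both relative to DMSO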
Cneo AK release = Cryptococcus neoformans cell lysis inducers, primary screen, AK release luminescence, single concentration; C. neoformans lysis, adenylate kinase release luminescence, 4 h; normalised: neutral wells 0, clomiphene wells 100; lysis activity, % at 15 µM; hit rate 0.2% among 360,000; AID 651654, 2012;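 active = mean lysis activity across replicates of at least 80%, whatever share of replicates individually reach that level; inactive = mean lysis activity below 80%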
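Material – Cryptococcus neoformans yeast cells · Quantity – 5 × 10^6 yeast cells/mL · Buffer or medium – YPD medium · Compound – single dose · Timing – 4 h static compound exposure, 37 °C, read 1 h post-reagent · Signal – adenylate kinase release luminescence · Read-out basis – lysis from increased AK signal · Benchmarks – Clomiphene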
miR-122 sensor = miR-122 Renilla sensor signal increase in Huh7, primary screen, miR-122 inhibitor project, cell-based, single point, plate reader | Huh7 miR-122 Renilla luciferase sensor, 48 h; neutral wells = 0, positive control = 100 | hit rate 0.3% among 340,000 | activation (reporter increase), % at 12.5 µM;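 active = mean replicate activation score at least 90 and every replicate individually at or above 90; inconclusive = only one of the two criteria met; inactive = neither criterion met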;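 also: higher luciferase means less miR-122 activity so hits act as miR-122 inhibitors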
FN deposit inh = inhibitors of fibronectin matrix deposition, primary screen, AH1F cells, Alexa488-fibronectin fluorescence, plate reader. AH1F fibroblasts, overnight. inhibition, % at 12.6 µM. hit rate 0.086% among 350,000. AID 743247, 2014;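 active = mean inhibition across replicates of 30% or more, regardless of how many single replicates reach that level; inconclusive = mean under 30% yet at least half of replicates reach 30%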;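 also: positive control wells lacked labelled fibronectin entirely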
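Assay system: AH1F fibroblasts assembling fluorescent fibronectin matrix; Amount: 10000 AH1F cells per well; Buffer or medium: DMEM, 2% serum; Probe or stimulus: Alexa488-fibronectin, 24 nM final in well; Doses: single compound dose, delivered by pin transfer; Incubation: 1 h adhesion, overnight exposure; Measured by: fluorescence 485/525 nm; Read-out: fibronectin deposition inhibition.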
CASP6 VEID inh = human caspase-6 inhibitors, primary screen, biochemical, VEID-R110 fluorescence, single point, set 2. P55212. purified caspase-6, Z-VEID-R110 cleavage fluorescence. inhibition, % at 12.5 µM. hit rate 0.53% among 350,000;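 active = mean inhibition across replicates at least about 35%, with every replicate also reaching that limit, limit read from the data; inconclusive = only one of the two criteria met; inactive = neither criterion met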;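 also: 0% = median of neutral control wells and 100% = no fluorescence left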
Target sequence (P55212 24-179 limits assumed): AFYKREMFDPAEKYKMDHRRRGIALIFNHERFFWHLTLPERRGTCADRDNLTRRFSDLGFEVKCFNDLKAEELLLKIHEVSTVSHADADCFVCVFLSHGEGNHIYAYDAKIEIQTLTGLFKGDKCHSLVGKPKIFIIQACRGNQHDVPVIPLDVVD
Target sequence (P55212 194-293 limits assumed): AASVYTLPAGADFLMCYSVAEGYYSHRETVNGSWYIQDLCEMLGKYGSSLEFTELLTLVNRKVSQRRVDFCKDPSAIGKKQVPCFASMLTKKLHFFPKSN
* hit, by the source's call; ? = inconclusive; . = not tested or not shown; [ ] = remark or other dose.

Below each compound: PAX8 reporter, LGR2 inh, PGC1a acetyl inh, EWS-Fli inh, Cneo AK release, miR-122 sensor, FN deposit inh, CASP6 VEID inh
[1] C[C@H]1CN([C@@H](C)CO)C(=O)CCCn2nncc2CO[C@@H]1CN(C)C(=O)Nc1ccccc1
→ -0.2, -2.0, ?, -10.6, -2.6, 4.0[16.7 µM], -20.2, -5.3
[2] CC1CN(S(=O)(=O)c2ccc(C(=O)N(CCCN(C)C)c3nc4cc5c(cc4s3)OCCO5)cc2)CC(C)O1 (stereo unspecified)
→ -59.7, -16.2, -3.3, -27.7, 8.6, 9.0, 1.1, -51.4
[3] Cc1ccc(C(=O)Nc2ccc(S(=O)(=O)N3CCN(C)CC3)cc2)o1
→ ., 4.6, 6.8, -5.1, -0.2, ., ., -1.2
[4] O=C(N[C@H]1CC[C@H](CCNC(=O)c2ccccc2F)O[C@H]1CO)c1cnccn1
→ 1.1, -1.6, -3.5, 5.2, 4.6, ., -12.1, 0.3
[5] CC1C(=O)N(Cc2cn(Cc3ccco3)nn2)CCS(=O)(=O)N1Cc1ccc(-c2ccc(Cl)cc2)cc1 (stereo unspecified)
→ 33.0, 11.5, 2.6, -14.1, ., -11.0, 4.2, -0.6
[6] COc1ccc(N2C(=O)CC(N3CCC(c4nc5ccccc5[nH]4)CC3)C2=O)cc1 (stereo unspecified)
→ 14.7, ., 11.9, ., 0.3, -8.9, ., .
[7] Cc1ccc(F)cc1NCC(=O)Nc1ccc(Cl)cc1F
→ -9.8, 8.9, 3.9, ., ., -1.9, -2.5, .
[8] C[C@@H]1CN([C@H](C)CO)C(=O)c2cc(N(C)C)ccc2O[C@@H](C)CCCCO[C@H]1CN(C)Cc1ccc(C(F)(F)F)cc1
→ 3.0, 2.6, 12.4, ?, 3.5, -4.3[16.7 µM], ., 1.8
[9] CC(NC(=O)OCc1ccccc1)C(=O)NCC(=O)NC(Cc1ccc(OC(C)(C)C)cc1)C(=O)OC(C)(C)C (stereo unspecified)
→ 5.9, 9.6, 4.2, ., -1.5, 1.8, -9.8, .
[10] CCCCCc1ccc(C(=O)CCC(=O)OCC(=O)N(CC)c2c(N)n(Cc3ccccc3)c(=O)[nH]c2=O)cc1
→ -13.3, 29.7, -9.9, 0.4, ., 0.0, 0.0, 2.9
[11] CN(C(=O)c1ccc(NC(=O)Cc2cccc(NC(=O)C3CCCN(S(=O)(=O)c4cccc([N+](=O)[O-])c4)C3)c2)cc1)C1CC1 (stereo unspecified)
→ -60.1, -7.7, ., -31.0, -6.0, ., ., -2.0
[12] Cc1ccc(S(=O)(=O)N2CC[C@@H]3[C@H](CO)Nc4ccc(C#Cc5ccccc5F)cc4[C@@H]32)cc1
→ -17.1, -14.9, -10.5, -4.7, 1.8, 6.5[16.7 µM], -10.8, .
[13] Cc1noc(C)c1S(=O)(=O)Nc1ccc2c(c1)C(=O)N([C@H](C)CO)C[C@@H](C)[C@@H](CN(C)C)O2
→ -19.2, 1.9, 9.3, -13.5, -2.6, -5.4[16.7 µM], 1.3, -1.3
[14] CC(NCC(=O)NC(=O)NC1CCCC1)c1ccc(Cl)cc1Cl (stereo unspecified)
→ -6.6, -4.8, 2.4, -1.6, 1.3, -8.0, 5.6, -1.8
[15] CCOc1ccc(N(CC(=O)Nc2c(C)cc(C)cc2C)C2=NC3CS(=O)(=O)CC3S2)cc1 (stereo unspecified)
→ -0.1, -9.3, 15.6, 7.2, -2.1, -11.4, -4.7, -0.8
[16] CCOC(=O)c1cc2c(c(-c3cccc(-c4cccc(OC)c4)c3)n1)[C@H](CCO)N(S(=O)C(C)(C)C)C2 (stereo partly specified)
→ -2.5, 6.7, 10.7, -5.6, -17.1, ., -1.3, 2.0
[17] COc1ccc(Cl)cc1NC(=O)c1ccc2c(SCC(=O)O)c3c(nc2c1)CCCC3
→ -18.4, -12.6, -5.8, ., -0.2, -4.7, 2.3, 37.2*
[18] COc1cc(NS(=O)(=O)c2ccc(OC)c(OC)c2)cc(OC)c1
→ ., 2.6, 0.3, ., 0.1, 84.7, 3.1, .
[19] COc1ccc(CCNC(=O)CN(C)S(=O)(=O)c2ccc3c(c2)CCC(=O)N3)cc1OC
→ 8.2, 2.0, 0.5, -8.4, -0.1, 0.0, 6.4, 0.4
[20] CC(=O)N1CCc2c(sc(NC(=O)C3CCCCC3)c2C(N)=O)C1
→ -4.3, -7.4, -13.3, -5.8, 0.3, -10.5, 3.1, 74.9*
[21] Cc1nc(-c2ccccn2)nc(SCC(=O)c2ccccc2)c1Cl
→ 10.9, 6.2, -0.8, 12.3, 6.9, 2.5, 3.5, -1.4
[22] O=C(NCc1cccnc1)c1ccc2c(c1)OCO2
→ -9.9, -9.8, -5.6, ., 1.7, -0.6, -2.4, 2.6
[23] O=C(O)/C=C/c1ccc(S(=O)(=O)N2CCCCCC2)cc1
→ 1.0, -5.2, -2.8, -2.3, 0.1, -2.8, -2.9, 1.2
[24] C[C@H]1CN([C@@H](C)CO)C(=O)c2cc(C#CC3CCCC3)cnc2O[C@@H]1CN(C)S(C)(=O)=O
→ ., 12.9, -3.3, -0.3, -0.7, ., 3.4, 0.7
[25] COCCN(CCOC)C(=O)[C@H](CCc1ccccc1)NC(=O)[C@H]1O[C@@H](n2cnc3c(N)ncnc32)[C@H](O)[C@@H]1O
→ -13.6, -0.2, ., -8.4, ., ., 5.8, -1.4
[26] CCCNC(=O)C[C@H]1CC[C@H]2[C@@H](COc3ccc(NC(=O)Cc4ccccc4)cc3C(=O)N2C)O1
→ 5.1, 13.3, -4.3, 8.4, -2.2, -2.9[16.7 µM], -8.2, -4.3
[27] CC=Cc1ccc2n(c1=O)C[C@@H]1N[C@H]2[C@H](C(=O)NCCc2ccccc2)[C@H]1CO (mixture of isomers)
→ ., -8.9, ., 13.6, 35.2, ., ., -0.9
[28] CN(C)CC#Cc1ccc([C@@H]2[C@@H](CO)N3CCCCN(C(=O)CN(C)C)C[C@@H]23)cc1
→ -5.0, 11.8, -7.4, 4.8, 6.3, 5.0[16.7 µM], ., 2.0
[29] COc1ccc(-c2cc(=O)oc3cc(OC(C)C(=O)NCc4ccccn4)ccc23)cc1 (stereo unspecified)
→ ., ., -12.3, -0.9, -5.2, -0.2, ., -2.3
[30] Cc1cc(C(F)(F)F)cc(NNC(=O)NC(=O)c2c(F)cccc2Cl)n1
→ -22.4, 0.0, ., 9.1, ., ., 4.4, -4.6
[31] CC(C)CCN1C(=O)c2cccc3c(N)ccc(c23)C1=O
→ -72.8, -51.8, -2.4, -84.9, -0.6, 1.2, -28.6, -3.6
[32] N#C[C@H]1[C@@H](c2ccc(C#Cc3ccccc3F)cc2)[C@H](CO)N1C(=O)c1cccnc1
→ 9.3, 4.3, -27.6, -6.1, 2.3, ., 10.6, -0.8
[33] COC(=O)c1c(NC(=O)COc2ccc(Cl)cc2)sc2c1CC(C)(C)NC2(C)C
→ 5.7, 27.1, ., ., 5.0, ., ., -3.1
[34] Cc1cc(=O)oc2cc(OCC(=O)OCC(=O)Nc3ccccc3Br)ccc12
→ 5.6, 9.5, -1.5, 6.3, ., ., 11.4, 0.9
[35] N#CC1=C(C2CC2)CC(c2ccccc2)C(C#N)=C1N (stereo unspecified)
→ ., ., -2.9, ., 0.8, -4.1, 20.8, .
[36] CCCNC(=O)C[C@H]1CC[C@@H]2[C@@H](COc3ccc(NC(=O)c4cccc(C(F)(F)F)c4)cc3C(=O)N2C)O1
→ 16.4, 11.8, -0.4, 3.9, -0.8, -10.1[16.7 µM], -19.1, 0.0
[37] COc1c(C)cc(Br)cc1C(=O)NC(=S)Nc1ccc(Cl)c(C(=O)O)c1
→ -5.3, -30.0, -6.2, -3.4, -3.0, 3.5, 1.8, 0.7
[38] Cc1cccc(C)c1NC(=O)CN1CCN(C(=O)C2CCC2)CC1
→ -5.9, -3.5, ., 2.5, 2.8, ., -2.5, -0.5
[39] COc1ccc(C2C3=C(CC(C)(C)CC3=O)Oc3ncn4nc(-c5ccccc5)nc4c32)cc1 (stereo unspecified)
→ -32.7, 3.0, 1.4, 19.8, ., ., -13.7, -3.0
[40] COc1cc(/C(C)=N/NC(=O)Cc2c(C)[nH][nH]c2=O)ccc1O
→ 10.8, 0.4, -19.2, 11.2, ., -0.5, 7.1, -0.7
[41] CSc1nsc(SCc2ccc(Cl)cc2)n1
→ ., -50.7, 7.2, 7.4, -3.6, -6.0, ., 0.8
[42] CCN(CC)C(=O)c1cn(CCC#N)nc1-c1ccc(F)cc1
→ 5.1, 1.6, -8.2, -4.9, 0.5, 3.8, -1.4, 1.6
[43] Cc1ccc(S(=O)(=O)N2CCOCC2)cc1C(=O)NC1=NCCS1
→ -11.4, -2.8, 1.5, 2.3, 0.0, -4.1, 0.6, 0.2
[44] CC(=O)Nn1cc2c(=O)n(C)c(=O)n(C)c2c1
→ ., -2.6, -3.7, -4.6, 6.9, ., ., -0.1
[45] O=C(NCC[C@@H]1CC[C@@H](NS(=O)(=O)c2ccc(F)cc2)[C@H](CO)O1)c1ccccc1F
→ ., 9.8, 6.3, -3.0, ., ., ., 1.0
[46] CC(C)[C@H](NS(=O)(=O)c1ccccc1)C(=O)Nc1ccccc1N1CCOCC1
→ 6.2, -3.5, -5.2, -2.7, -0.4, 2.0, -4.5, 0.9
[47] COc1cc2oc(=O)cc(CN3CCN(c4ccc(Cl)c(Cl)c4)CC3)c2cc1Cl
→ -2.1, 1.2, -0.6, 1.2, -1.0, -10.6, -3.2, -4.9
[48] Cc1sc2nc(CN3CCCCC3)nc(Nc3ccc4c(c3)OCCO4)c2c1C
→ -3.7, -2.4, 6.6, 3.1, ., ., 7.1, 2.3

A different layout for some results above.
15) CCOc1ccc(N(CC(=O)Nc2c(C)cc(C)cc2C)C2=NC3CS(=O)(=O)CC3S2)cc1 (stereo unspecified)
24) C[C@H]1CN([C@@H](C)CO)C(=O)c2cc(C#CC3CCCC3)cnc2O[C@@H]1CN(C)S(C)(=O)=O
12) Cc1ccc(S(=O)(=O)N2CC[C@@H]3[C@H](CO)Nc4ccc(C#Cc5ccccc5F)cc4[C@@H]32)cc1

entry no.	15	24	12
PAX8 reporter	-0.1	.	-17.1
LGR2 inh	-9.3	12.9	-14.9
PGC1a acetyl inh	15.6	-3.3	-10.5
EWS-Fli inh	7.2	-0.3	-4.7
Cneo AK release	-2.1	-0.7	1.8
miR-122 sensor	-11.4	.	6.5[16.7 µM]
FN deposit inh	-4.7	3.4	-10.8
CASP6 VEID inh	-0.8	0.7	.
